From PubChem
BCR signal inh: qHTS Assay to Find Inhibitors of Chronic Active B-Cell Receptor Signaling. Potency, µM (doses to about 46.1 µM), for inactives: top-dose ratio change, negative = lower green/red ratio, actives largely listed as inhibitors. actives 0.05% (n = 340,000). AID 493014, 2011. ABC-DLBCL IkBa-CBG/CBR reporter, luminescence ratio, 4 h; active = well fitted inhibition curve with a large enough effect in the signal ratio, with a control signal flat, not every such curve was filed as active; inconclusive = small, poorly fitted or top-dose-only effect, or effect the other way, or a change in a side signal; the % refers to the signal ratio;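 note: potency is the fitted concentration of half-maximal effect; plate controls were basal doxycycline-induced cells for no effect and cells given 10 µM MG132 for full effect; MG132 reads +100%, hits lower the ratio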
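Cell line TMD8 (human ABC DLBCL), stably expressing tet-inducible CBG68-IkBa fusion and CBR; IMDM/0.5% FBS; cpd up to 46 uM; dox induction, 4 h, 37C/5% CO2; dual luminescence; green/red ratio; MG132 control.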
TCR activator: Activators of T cell receptors: qHTS campaign | 330,000 tested, under 10 active | AID 504894, 2011 | primary human leukocytes, anti-CD3, IL-2 HTRF, 48 h | Potency, µM (top dose mostly 9.22 µM), without a hit: top-dose activation of IL-2 secretion, actives largely listed as activators; note: % of control where 0% means no effect
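Using a-CD3 beads without co-stimulation, primary human leukocytes were exposed to compounds for 48 hr. An HTRF IL-2 kit measured the cytokine, with europium-to-d2 energy transfer producing emission at 665nm upon 320nm excitation.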
Tb PFK block: qHTS Assay to Find Inhibitors of T. brucei phosphofructokinase; T. brucei PFK, ADP-Glo luminescence; ATP-dependent 6-phosphofructokinase (Trypanosoma brucei brucei), O15648; actives 0.17% (n = 330,000); Potency, µM (top dose mostly 57.5 µM), for inactives: top-dose activity, negative = inhibition, usual class: inhibitors;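 note: potency is the fitted concentration of half-maximal effect; 0% = uninhibited 1x PFK enzyme wells and -100% = no-enzyme wells; nearly all actives have a fitted effect of over 60% in size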
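PFK 1.25 nM, F6P 0.5 mM, ATP 0.1 mM, 0.1 M TEA pH 8.0, 5 mM MgCl2, 0.01% Tween20, 0.1% BSA; 45 min RT. ADP-Glo readout. qHTS titration up to 57 uM; curves fitted, compounds curve-classed.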
S-ASM inh: Inhibitors of Secretory Acid Sphingomyelinase (S-ASM): qHTS; placental ASM, HMU-PC fluorogenic substrate, 60 min; Potency, µM (highest dose often 57.5 µM), for the others: at the highest dose activity change, negative = inhibition, hits mostly inhibitors; actives 0.006% (n = 340,000); AID 504937, 2011; note: potency is the fitted concentration of half-maximal effect
Target sequence (P17405 47-631 limits assumed): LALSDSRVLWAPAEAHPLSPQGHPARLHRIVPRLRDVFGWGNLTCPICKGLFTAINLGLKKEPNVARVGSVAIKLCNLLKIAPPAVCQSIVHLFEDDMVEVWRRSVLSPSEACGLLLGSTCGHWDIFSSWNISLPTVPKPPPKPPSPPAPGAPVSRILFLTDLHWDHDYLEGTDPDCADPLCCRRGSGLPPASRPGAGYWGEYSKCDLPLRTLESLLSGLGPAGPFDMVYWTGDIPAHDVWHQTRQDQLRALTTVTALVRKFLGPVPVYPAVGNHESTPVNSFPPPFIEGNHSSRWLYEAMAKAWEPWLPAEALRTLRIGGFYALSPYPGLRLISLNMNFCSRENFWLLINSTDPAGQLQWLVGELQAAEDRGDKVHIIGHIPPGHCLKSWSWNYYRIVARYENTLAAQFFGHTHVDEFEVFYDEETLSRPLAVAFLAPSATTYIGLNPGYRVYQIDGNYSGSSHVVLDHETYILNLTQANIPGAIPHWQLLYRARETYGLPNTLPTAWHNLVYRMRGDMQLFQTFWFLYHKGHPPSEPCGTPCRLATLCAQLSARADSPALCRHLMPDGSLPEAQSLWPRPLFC
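Human placenta-derived ASM preincubated with compound 10 min at room temperature, then reacted with 9 uM (final) fluorogenic HMU-PC substrate for 60 min at 37 C. Stop solution raises pH to 10; fluorescence read at Ex 386/Em 447 nm.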
Mito fusion act: qHTS Assay for Small Molecule Inhibitors of Mitochondrial Division or Activators of Mitochondrial Fusion | AID 485298, 2010 | S. cerevisiae fusion-defective mutant growth rescue, CellTiterGlo 48 h | actives 0.23% (n = 320,000) | Potency, µM (titrated, usually from 46.1 µM), for inactives: top-dose growth rescue (activation), most hits filed as activators;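 note: potency is the fitted concentration of half-maximal effect; % of control where 0% means no effect; nearly all actives have a fitted effect of over 45% in size; temperature-sensitive fusion mutants such as fzo1-1 at 37 °C on non-fermentable ethanol glycerol medium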
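Compounds are tested for their ability to restore growth of mitochondrial fusion-defective yeast strains at non-permissive 37C in YPEG medium over 48 hours. Viability is quantified by luciferase luminescence.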
A-T KAP1 phos: qHTS Assay for Identifying a Potential Treatment of Ataxia-Telangiectasia; […] A-T fibroblasts, KAP-1 phosphorylation AlphaLISA; neocarzinostatin DNA damage 30 min before lysis; AID 485349, 2010; actives 0.19% (n = 320,000); Potency, µM (series often up to 57.5 µM), for the others: at the highest dose activation, most hits filed as activators; note: potency is the fitted concentration of half-maximal effect; % of control where 0% means no effect; nearly all actives have a fitted effect of over 45% in size
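hTERT-immortalized A-T patient fibroblasts ([…]), 500 cells/well in OPTI-MEM, 1% FBS, got compounds for 60 min, then NCS for 30 min at 37C. Lysates were then assayed for phospho-KAP-1 by AlphaLISA (anti-pKAP1 donor, anti-KAP1 acceptor beads), 6 hr at 25C.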
Eya2 inh: qHTS Assay for Inhibitors of the Phosphatase Activity of Eya2. Protein phosphatase EYA2 (Homo sapiens), O00167. recombinant Eya2, OMFP fluorescence dephosphorylation (OMFP is methylfluorescein phosphate). Potency, µM (top dose mostly 76.9 µM), inactives show at the top dose activity, negative = inhibition, usual class: inhibitors. actives 0.006% (n = 330,000). AID 488837, 2010; note: potency is the fitted concentration of half-maximal effect; % is set by controls: 0 for no effect and ±100 for the full control effect
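Eya2 protein (added as 0.2 uM solution) was preincubated with compound for 10 min at ambient temperature in 50 mM HEPES pH 7.5, 50 mM NaCl, 5 uM MgCl2, 0.05% BSA, 1 mM DTT. OMFP (added at 50 uM) then reacted 10 min; fluorescence read at 485/525 nm.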
TSHR antagonist: Antagonists of the Thyroid Stimulating Hormone Receptor: HTS campaign; TSHR-expressing cells, TSH-stimulated cAMP HTRF, 2 h; stronger effect = lower value; actives 0.2% (n = 330,000); AID 504810, 2011; activity change, negative = inhibition, % at 11.5 µM; Thyrotropin receptor (Homo sapiens), P16473;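 active = activity change below a set negative limit, meaning inhibition stronger than a set level, cut at about -70% in these data; inconclusive = activity change between two set negative limits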; note: % is set by controls: 0 for no effect and ±100 for the full control effect
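Freshly harvested TSHR cells receive pin-tooled compound, then EC80 TSH at 4nM final. After 2 hours at 37 deg C, antibody in lysis buffer and cAMP-d2 are added; 30 minutes at ambient temperature precede the HTRF read.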
ELG1 repair inh: qHTS screen for small molecules that inhibit ELG1-dependent DNA repair in human embryonic kidney (HEK293T) cells expressing luciferase-tagged ELG1. HEK293T ELG1-luciferase reporter, luminescence, 16 h; DNA damage induced by 5-fluorouridine. Potency, µM (titrated, usually from 46.1 µM), for the others: top-dose activity change, negative = inhibition, most hits filed as inhibitors. actives 2.3% (n = 330,000); note: potency is the fitted concentration of half-maximal effect; % is set by controls: 0 for no effect and ±100 for the full control effect; nearly all actives have a fitted effect of over 55% in size
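In this reporter screen, reduction of luminescence relative to DMSO vehicle indicated activity. Compounds and 5-fluorouridine were added together to 2,000 cells per well, incubated for 16 hr at 37 °C, then developed with ONE-Glo.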
Integrin act MD: qHTS for Activators of Integrin-Mediated Alleviation for Muscular Dystrophy | Potency, µM (top dose mostly 38.3 µM), for the others: at the highest dose activation, hits mostly activators | alpha7betagal myoblasts, beta-gal FDG fluorescence, 48 h | actives 0.064% (n = 350,000);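 note: potency is the fitted concentration of half-maximal effect; 100% = response of the positive control SU9516; nearly all actives have a fitted effect of over 60% in size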
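Alpha7betagal+/- myoblasts (passage 13) were plated 16-24 hr, then exposed to compounds (1:260 dilution of DMSO stock) for 48 hours at 37C. After MPER lysis, β-galactosidase reporter activity was read as FDG fluorescence (ex 480/em 540) after 30 minutes.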
PTAP TSG101 blk: qHTS Assay for Iinhibitors of HIV-1 Budding by Blocking the Interaction of PTAP/TSG101 | Tumor susceptibility gene 101 protein (Homo sapiens), Q99816 | Fluorescence polarization, FITC-PTAP peptide / Tsg101 binding | 340,000 tested, under 10 active | Potency, µM (highest dose often 115 µM), for inactives: top-dose activity change, negative = inhibition, actives largely listed as inhibitors; active = well fitted inhibition curve with a large enough effect in the main read-out, with a control signal flat, not every such curve was filed as active; inconclusive = small, poorly fitted or top-dose-only effect, or effect the other way, or a change in a side signal; inactive = no such curve, though single readings can be large or run the other way; note: potency is the fitted concentration of half-maximal effect; % of control where 0% means no effect
Target sequence (Q99816 whole entry, looked up): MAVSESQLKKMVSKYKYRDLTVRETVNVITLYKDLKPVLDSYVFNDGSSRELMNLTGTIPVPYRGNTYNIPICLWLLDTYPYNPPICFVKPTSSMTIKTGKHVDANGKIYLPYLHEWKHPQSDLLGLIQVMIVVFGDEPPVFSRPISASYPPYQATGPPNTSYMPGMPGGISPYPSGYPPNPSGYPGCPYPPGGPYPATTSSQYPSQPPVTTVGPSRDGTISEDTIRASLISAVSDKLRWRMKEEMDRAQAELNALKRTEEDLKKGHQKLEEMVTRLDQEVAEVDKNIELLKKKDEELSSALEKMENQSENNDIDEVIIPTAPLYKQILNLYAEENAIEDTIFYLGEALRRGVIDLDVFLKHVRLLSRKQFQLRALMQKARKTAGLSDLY
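Tsg101 binding domain (10 uM final) was mixed with compound and a FITC-labeled PTAP peptide (50 nM final) in HEPES pH 7.5 buffer with NaCl, Tween 20, EDTA and TCEP; fluorescence polarization was read after 20 min at r.t.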
Active calls of the source: *; ? = inconclusive; nt = not tested or not shown; [ ] = another dose, or the depositor's remark. Unless noted, calls come from the whole dose curve; as a rule, active = well fitted curve in the direction sought with a large enough effect; inconclusive = small, poorly fitted or top-dose-only effect, or another doubt; inactive = no such curve, though single readings can be large; an effect the other way counts as inactive or inconclusive.

SMILES	BCR signal inh	TCR activator	Tb PFK block	S-ASM inh	Mito fusion act	A-T KAP1 phos	Eya2 inh	TSHR antagonist	ELG1 repair inh	Integrin act MD	PTAP TSG101 blk
O=C(COC(=O)CNC(=O)C1CCCCC1)Nc1ccc(Cl)cn1	3%	-23%	3%	4%	0%	-4%	-2%	0	-5%	8%	-6%
O=C1c2ccccc2-c2c1cccc2C(=O)N(CCO)CCO	6%	nt	-3%	4%	-2%	0%	-10%	-2	4%	16%	-5%
O=C(CN1CCCCCC1)N1c2ccccc2Sc2ccc(C(F)(F)F)cc21	13%	-8%[46.1 µM]	-2%	0%	3%	6%	-2%	-5	-12%	-38%	-9%
O=C(c1ccc2c(c1)N(Cc1ccccc1)CCS2)N1CCCCC1	9%	2%	-3%	31%[activator]	15%	13%	8%	-21	-1%	-10%	-7%
CCC(=O)Oc1ccc2ccccc2c1CNC(=O)c1ccccc1	14%	2%[46.1 µM]	5%	-1%	29%	-1%	-13%	-4	-23%	?	-5%
Cn1nnnc1SCC(=O)NCCc1ccc(Cl)cc1	2%	1%	0%	-2%	5%	-6%	5%	24	-20%	1%	-1%
CC1=NN(c2ccc(C)cc2)C(=O)/C1=C/c1ccc(-c2cc([N+](=O)[O-])ccc2O)o1	8%	3%	?	?	-5%	-2%	-7%	2	?	4%	-1%
Clc1ccc(C2=NCCn3nc4ccccc4c32)cc1	?	4%	3%	-1%	10%	0%	9%	3	-4%	-9%	-1%
COc1ccc2sc(-c3ccccc3OC)c(C#Cc3cncn3C)c2c1	-13%	4%	6%	45%[activator]	nt	7%	3%	-14	?	-5%	-8%
CS(=O)(=O)NCCNC(=O)c1cc(OCC(F)(F)F)ccc1OCC(F)(F)F	-11%	-11%	0%	2%	-7%	3%	11%	3	-5%	?	-2%
COc1ccc(NC(=O)CN(C)C(=O)c2ccccc2Sc2ncnc3sc(C)c(C)c23)cc1	-2%	0%	-9%	-3%	12%	-7%	-16%	7	16µM*	-17%	0%
O=c1c2cc(N3CCOCC3)ccc2[nH]c(=S)n1Cc1ccccc1Cl	5%	-7%	-2%	34%[activator]	7%	10%	4%	-1	?	-10%	0%
COc1ccc(Cl)cc1NC(=O)CN(C)C(=O)c1ccc(-n2nc(C)cc2C)cc1	-6%	2%	7%	-2%	-2%	2%	-18%	-2	?	-4%	1%
Cc1cc(C(=O)NN=C2CC(=O)CC(C)(C)C2)c(C)o1	-4%	-2%	-7%	2%	nt	7%	11%	6	19%	-5%	-1%
CSc1ncccc1C(=O)Nc1nnc(C2CC2)s1	?	7%	2%	0%	2%	-5%	-1%	13	-3%	35%	-8%
CCCC(C(=O)NC(C)(C)C)N(Cc1ccccc1Cl)C(=O)c1snc(C(N)=O)c1N (stereo not given)	-6%	-3%	2%	438%[activator]	19%	-2%	6%	6	?	-31%	-8%
FC(F)(F)c1nc2ccccc2n1CCNc1nc(CN2CCCCC2)cs1	13%	-4%	-2%	-2%	1%	-3%	0%	4	6%	-1%	-8%
O=C(CSc1n[nH]c(-c2ccccc2Cl)n1)NC1CCCCC1	4%	8%	-6%	0%	16%	5%	-8%	-15	1%	14%	-2%
O=C(Cc1ccc(-n2c(=O)c3ccccc3n(Cc3ccccc3Cl)c2=O)cc1)NCC1CCCO1 (stereo not given)	2.8µM*	-10%	-2%	1%	2%	9%	9%	27	9.2µM*	-29%	-1%
COc1ccc(/C=N/NC(=O)CNC(=O)c2cccs2)cc1	?	2%[46.1 µM]	-6%	-1%	-10%	22%	-16%	2	24%	6%	0%
CCOC(=O)C1CCCN(C(=O)CCCn2c(=O)c3cccn3c3cccnc32)C1 (stereo not given)	3%	15%	-2%	0%	8%	-2%	2%	26	17%	3%	0%
Cc1cc(NC(=O)c2cc(-c3cccc(Cl)c3)on2)no1	9%	4%	0%	2%	-3%	nt	7%	-7	3%	1%	-1%
CCOc1cc(/C=N/NC(=O)CCc2n[nH]c(=O)[nH]c2=O)ccc1O	2%	7%	0%	15%	-8%	1%	12%	0	-2%	37%	-3%
Cc1cc(NC(=O)CSc2ccc3nnc(-c4cccc(F)c4)n3n2)no1	2%	-5%	-7%	2%	-5%	12%	14%	3	-9%	29%	-8%
Cc1nc2ccc(C(=O)N3CCSCC3)cc2s1	5%	-3%	6%	0%	0%	8%	6%	0	28%	20%	-2%
SMILES	BCR signal inh	TCR activator	Tb PFK block	S-ASM inh	Mito fusion act	A-T KAP1 phos	Eya2 inh	TSHR antagonist	ELG1 repair inh	Integrin act MD	PTAP TSG101 blk
CCOc1ccc(C=Nc2cccc3ncccc23)cc1	?	4%	-3%	-4%	1%	6%	-2%	0	17%	38%	-1%
COc1ccc(OC)c(CC(=O)Nc2ccc3c(c2)CCC3)c1	-5%	0%	5%	15%	-20%	-3%	2%	8	-20%	2%	1%
O=C(NCc1ccco1)c1cc(-c2ccco2)on1	?	nt	3%	2%	-3%	-2%	-22%	5	?	-26%[7.66 µM]	-3%
O=C(CN1CCOCC1)Nc1ccc([N+](=O)[O-])cc1	-3%	5%	-3%	-1%	2%	-2%	-21%	7	2%	?	-1%
Cc1c(Cl)cccc1NC(=O)CSc1ncnc2c1cnn2CCO	2%	-1%	-4%	0%	2%	10%	-1%	2	?	16%	-7%
Cc1ccc2c3c1C(=O)C(=O)N3C(C)(C)CC2C (stereo not given)	-7%	-1%	-12%	-9%	-2%	-1%	16%	3	-4%	-10%	-9%
COC(=O)N1CCN(c2ccc(C)c(C)c2)CC1	?	nt	1%	nt	15%	-1%	1%	4	18%	nt	nt
O=c1c2ccccc2nc2n1CC/C2=C\c1ccccc1[N+](=O)[O-]	3%	nt	0%	nt	-4%	8%	6%	10	?	nt	nt
COc1cc2[nH]c(=O)n(CCCCCC(=O)NCCCN3CCOCC3)c(=O)c2cc1OC	-1%	-8%	2%	2%	-6%	-11%	-14%	9	13%	-18%	-5%
Cc1ccc(C(=O)C2=C(O)C(=O)N(Cc3ccccc3)C2c2cccnc2)o1 (stereo not given)	4%	-10%	-4%	-4%	-5%	3%	-19%	5	-4%	-25%[7.66 µM]	-5%
C/C(=N/NC(=O)c1ccc(C)s1)c1cccc(NC(=O)COc2ccc(Cl)cc2C)c1	1%	3%	9%	-4%	-1%	13%	13%	-1	1%	12%	-1%
Cc1ccc(-c2nn(C)c(=O)c3ccccc23)cc1CNC(=O)CSc1nc2ccccc2o1	-1%	0%	3%	0%	4%	10%	3%	-4	?	14%	-4%
CCOc1ccc(NC(=O)NC2CC(=O)N(c3ccc(OC)cc3)C2)cc1 (stereo not given)	5%	-2%	1%	-2%	10%	9%	-17%	-37	-12%	23%	-4%
CCN(Cc1ccc(NC(C)=O)cc1)CC1CCCN(CCc2cccc(F)c2)C1 (stereo not given)	-3%	nt	1%	-2%	-1%	3%	-1%	9	-9%	-59%[inhibitor]	0%
COC(=O)C1(CC2CC(c3cccc(Br)c3)=NO2)CCN(C(=O)OC(C)(C)C)CC1 (stereo not given)	7%	3%	0%	-12%	1%	-4%	-8%	3	?	-12%	-1%
